Screening data from PubChem.
Mcl1-Bid inh = disrupts binding of human Mcl-1 to Bid peptide | TR-FRET Mcl-1/Bid-Dy647 peptide binding, 1536-well | inhibition, % at 21.7 µM | hit rate 0.97% among 220,000 | AID 1021;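 active means compounds that cut the binding signal by more than half at the single screening dose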;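 further: His-tagged Mcl-1 with europium anti-His antibody binding Bid BH3 peptide; 0% = Mcl-1 plus peptide wells and 100% = peptide-only wells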
Target sequence (Q07820 whole entry, looked up): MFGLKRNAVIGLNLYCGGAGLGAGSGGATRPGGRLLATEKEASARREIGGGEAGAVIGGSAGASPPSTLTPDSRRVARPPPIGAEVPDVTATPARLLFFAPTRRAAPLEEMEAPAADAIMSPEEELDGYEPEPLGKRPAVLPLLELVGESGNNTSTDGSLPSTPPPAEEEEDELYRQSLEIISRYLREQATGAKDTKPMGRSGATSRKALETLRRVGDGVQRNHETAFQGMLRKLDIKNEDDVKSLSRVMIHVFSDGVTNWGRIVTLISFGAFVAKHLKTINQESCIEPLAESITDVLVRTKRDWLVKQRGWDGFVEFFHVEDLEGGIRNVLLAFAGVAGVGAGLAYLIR
RGS7-Gao reg = human RGS7-Galphao interaction regulation | P09471 | Multiplexed bead flow cytometry, RGS7-Galphao binding; actives lie on both sides | binding response (% of control), % at 10 µM | hit rate 0.35% among 220,000 | AID 1439; in the data active means binding response below about 49% or above about 150%; inconclusive means no clear call, values can overlap the other calls; inactive means in between;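 further: fluorescent Galphao held in activated GDP-AlF4 state binding bead-coupled RGS7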
Target sequence (P09471 whole entry, looked up): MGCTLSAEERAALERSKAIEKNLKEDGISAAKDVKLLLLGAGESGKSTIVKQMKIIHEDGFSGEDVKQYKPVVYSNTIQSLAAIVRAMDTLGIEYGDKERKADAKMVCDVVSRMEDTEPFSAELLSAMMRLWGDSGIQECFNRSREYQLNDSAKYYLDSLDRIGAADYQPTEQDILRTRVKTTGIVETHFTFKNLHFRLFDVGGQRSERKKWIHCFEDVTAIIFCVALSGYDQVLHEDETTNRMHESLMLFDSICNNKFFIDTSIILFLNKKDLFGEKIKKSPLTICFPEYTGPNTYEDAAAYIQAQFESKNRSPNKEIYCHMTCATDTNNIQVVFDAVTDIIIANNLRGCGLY
Bim-Bcl-B = inhibitors of Bim-Bcl-B interaction, human; Q9HD36; bead-based flow cytometry, Bim peptide-Bcl-B binding; inhibition, % at 10 µM; hit rate 0.073% among 190,000;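 further: 0% = tracer peptide without compound and 100% = reference inhibitor peptide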
Mcl-1 Bim block = inhibitors of Bim-Mcl-1 interaction, human; hit rate 0.1% among 190,000; Bead-based flow cytometry, Bim peptide-Mcl-1 binding; AID 1009; inhibition, % at 10 µM;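 further: 0% = no compound tracer wells and 100% = peptide blocker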
Bcl-2 Bim block = inhibitors of Bim-Bcl-2 interaction, human; P10415; inhibition, % at 10 µM; AID 950; hit rate 0.06% among 190,000; Bead-based flow cytometry, Bim peptide-Bcl-2 binding; in the data active means inhibition above about 40%; inconclusive means no clear call, values can overlap the other calls;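 further: 0% = no compound wells with probe peptide and 100% = reference peptide inhibitor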
Target sequence (P10415 whole entry, looked up): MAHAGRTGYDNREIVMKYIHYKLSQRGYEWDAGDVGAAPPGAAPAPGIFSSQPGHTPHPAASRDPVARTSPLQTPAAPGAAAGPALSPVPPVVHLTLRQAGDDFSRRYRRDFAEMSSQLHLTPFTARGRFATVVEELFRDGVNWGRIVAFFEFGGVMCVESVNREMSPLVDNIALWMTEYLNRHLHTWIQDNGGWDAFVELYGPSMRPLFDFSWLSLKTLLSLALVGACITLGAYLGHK
GSH bead fluor = compound fluoresces at 488/530 nm on GSH beads | fluorescence (KMESF) at 10 µM | GSH beads flow cytometry, compound fluorescence 488/530 nm; hits give high values | hit rate 0.25% among 190,000 | AID 1776; in the data active means fluorescence above about 89;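 further: glutathione beads carrying GST-tagged Bcl family fusion proteins plus one bare bead set; values are compound well signal with DMSO vehicle wells as background; inactives centre near 16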
Bim-Bcl-XL = inhibitors of Bim-Bcl-XL interaction, human. inhibition, % at 10 µM. Q07817. hit rate 0.04% among 190,000. Bim peptide-Bcl-XL binding, bead flow cytometry, fluorescence
Bcl-W Bim block = inhibitors of Bim-Bcl-W interaction, human. inhibition, % at 10 µM. hit rate 0.02% among 190,000. Q92843. bead-based flow cytometry, Bim peptide-Bcl-W binding;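 further: 0% = bound tracer without compound and 100% = peptide blocker; higher means less fluorescent Bim peptide bound to Bcl-W beads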
RGS4-Gao reg = human RGS4-Galphao interaction regulation; AID 1415; Multiplexed bead flow cytometry, RGS4-Galphao binding; actives lie on both sides; binding response (% of control), % at 10 µM; hit rate 0.33% among 220,000; P09471; in the data active means binding response below about 49% or above about 150%; inactive means in between;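 further: fluorescent Galphao activated with aluminum fluoride binding bead-coupled RGS4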
Bfl-1 Bim block = disrupts Bim binding to human Bfl-1; hit rate 0.12% among 190,000; inhibition, % at 10 µM; AID 1008; Q16548; Bead-based flow cytometry, Bim-Bfl-1 binding inhibition;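 further: 0% = wells without compound plus tracer and 100% = blocker peptide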
RGS8-Gao reg = human RGS8-Galphao interaction regulation; P09471; multiplexed bead flow cytometry, RGS8-Galphao binding; actives lie on both sides; response (percent of control binding), % at 10 µM; hit rate 0.34% among 220,000; in the data active means response below about 60% or above about 140%; inactive means in between;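 further: Galphao activated as the GDP aluminium fluoride complex binding bead-coupled RGS8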
Numbers without * were called inactive; ? = inconclusive. Unless noted, no stated cut-off is given here; in the data, active means inhibition above about 40%. Not a hit list. About 1.8% of those tested had a hit in this group.

SMILES | Mcl1-Bid inh | RGS7-Gao reg | Bim-Bcl-B | Mcl-1 Bim block | Bcl-2 Bim block | GSH bead fluor | Bim-Bcl-XL | Bcl-W Bim block | RGS4-Gao reg | Bfl-1 Bim block | RGS8-Gao reg
CN(C)CCCNCCNC(=O)/C=N\O | -15 | 91 | 3 | 6 | 1 | 30 | 6 | 7 | 94 | 1 | 94
Cc1ccc2nc(-c3ccc(SCC(=O)Nc4cc(C)on4)nc3)[nH]c2c1 | -5 | 99 | 0 | 0 | 1 | 21 | -1 | -3 | 102 | -3 | 102
CC1CCN(C(=O)CN(C)S(=O)(=O)c2cccc3nsnc23)CC1 | -27 | 101 | 1 | 0 | 0 | 15 | 2 | 1 | 100 | 0 | 101
CCOc1ccc(C(=O)Nc2ccc(NC(=S)NC(=O)CC)cc2)cc1Cl | -10 | 104 | -13 | -2 | -13 | 20 | -13 | -8 | 100 | -14 | 101
CC1CCc2nc3sc4c(c3c(N)c2C1)CCCC4 (stereo not drawn) | -51 | 100 | -9 | -2 | -4 | 22 | -6 | -6 | 101 | -1 | 103
CC1(C)CC2CC(C)(CN2C(=O)c2ccc([N+](=O)[O-])cc2)C1 (stereo not drawn) | -12 | 102 | -3 | 1 | -1 | 28 | 0 | 3 | 103 | -7 | 111
Nn1c(SCC(=O)NCc2ccc3c(c2)OCO3)nnc1C1CC1 | -15 | 101 | -9 | -2 | -7 | 47 | 0 | 0 | 102 | -10 | 102
Cn1c(NCCN2CCOCC2)nc2c1c(=O)n(Cc1cccc(Cl)c1)c(=O)n2C | -42 | 93 | -1 | 4 | -2 | 5 | -4 | -1 | 98 | -16 | 99
Cc1ccc2c(c1)c1ncnc(N3CCN(c4ccccc4)CC3)c1n2C | -32 | 96 | 2 | 2 | -2 | 29 | 1 | 0 | 95 | -1 | 101
c1cn(CCCNC2=NCCCCC2)cn1 | 12 | 97 | -6 | 0 | 0 | 31 | 0 | -5 | 91 | 0 | 107
COC(=O)c1ccc(NC(=O)CN(Cc2ccc(Cl)cc2)S(C)(=O)=O)cc1 | 3 | 101 | -9 | 0 | -10 | 12 | -3 | 4 | 97 | -10 | 98
O=C(NCNC(=O)c1ccccc1)c1ccccc1 | -12 | 97 | -5 | 3 | -3 | 6 | -5 | 1 | 98 | -7 | 100
CNc1c(N)c(=O)oc2ccccc12 | -47 | 111 | 1 | 2 | 1 | 19 | 0 | -1 | 104 | -1 | 104
Cc1ccc(C)c(C(=O)COc2ncnc3ccccc23)c1 | -5 | 104 | -3 | -1 | -5 | 11 | 1 | 0 | 103 | -11 | 104
COC(=O)c1cc2sccc2n1Cc1nc(-c2ccc(Cl)cc2)oc1C | -7 | 90 | 0 | -2 | 2 | 39 | 3 | -1 | 92 | 0 | 86
CCCn1nc2cc(C(=O)NCCc3ccc(C)cc3)ccc2c1OCC | -3 | 107 | 2 | 1 | 3 | 12 | 4 | 0 | 110 | 1 | 104
CSCC[C@H](NC(=O)OC(C)(C)C)c1nnc(SCc2cccc(F)c2)o1 | -14 | 98 | -9 | 0 | -8 | 57 | -5 | 0 | 101 | -9 | 96
O=C(c1ccc(S(=O)(=O)N2CCCCCC2)cc1)N(c1ccccn1)C1CCCCC1 | -13 | ? | 3 | 1 | 1 | 25 | -2 | -3 | 101 | 3 | 100
COC(=O)C1=C(C)OC(N)=C(C#N)C1c1cc(OC)ccc1OC (stereo not drawn) | -28 | 99 | -8 | -1 | -10 | 38 | -8 | 0 | 102 | -13 | 102
COc1ccc(C)cc1NC(=O)Nc1cccc(C(=O)O)c1 | -36 | 101 | -5 | -1 | -4 | 23 | -2 | -3 | 102 | -7 | 100
O=C(Nc1ccc(NC(=O)c2ccc(S(=O)(=O)c3ccccc3)cc2)cc1)c1ccccc1 | 13 | 100 | -3 | 0 | -2 | 19 | 1 | -4 | 102 | 0 | 109
Cc1ccc(OCCN2CCNCC2)c([N+](=O)[O-])c1 | 38 | 106 | -10 | -5 | -5 | 9 | -7 | -4 | 108 | -8 | 101
CC1=C(C(=O)N2CCOCC2)C(c2cc(C)ccc2C)NC(=S)N1 (stereo not drawn) | -36 | 104 | -6 | -1 | 1 | 10 | 1 | -3 | 106 | -3 | 103
Cc1cc(C)n(-c2ccc(C(=O)OCn3nnc4ccccc4c3=O)cc2)n1 | -18 | 98 | -9 | -2 | -9 | 38 | -1 | -4 | 102 | -15 | 100
Cc1nc(NCC2CCCO2)c2nnn(Cc3ccccc3)c2n1 (stereo not drawn) | -23 | 98 | -5 | 1 | -2 | 14 | -2 | 4 | 102 | -11 | 97

Record cards, from the list above. Values in the order: Mcl1-Bid inh | RGS7-Gao reg | Bim-Bcl-B | Mcl-1 Bim block | Bcl-2 Bim block | GSH bead fluor | Bim-Bcl-XL | Bcl-W Bim block | RGS4-Gao reg | Bfl-1 Bim block | RGS8-Gao reg
Shown for `Cc1cc(C)n(-c2ccc(C(=O)OCn3nnc4ccccc4c3=O)cc2)n1` : -18 | 98 | -9 | -2 | -9 | 38 | -1 | -4 | 102 | -15 | 100
Shown for `CC1(C)CC2CC(C)(CN2C(=O)c2ccc([N+](=O)[O-])cc2)C1` (stereo not drawn) : -12 | 102 | -3 | 1 | -1 | 28 | 0 | 3 | 103 | -7 | 111

The results go on:
SMILES | Mcl1-Bid inh | RGS7-Gao reg | Bim-Bcl-B | Mcl-1 Bim block | Bcl-2 Bim block | GSH bead fluor | Bim-Bcl-XL | Bcl-W Bim block | RGS4-Gao reg | Bfl-1 Bim block | RGS8-Gao reg
CC(C)CC(=O)Nc1ccc(C(=O)Cn2c(=O)oc3ccccc32)cc1 | -6 | 99 | -2 | 1 | -6 | 20 | 0 | -4 | 97 | -2 | 100
Cc1ccc(CN2CCN(CC(=O)N3CCc4ccccc4C3)C2=O)cc1 | -52 | 103 | -5 | 0 | 1 | 17 | -4 | 1 | 104 | -10 | 102
COc1ccc(C2c3[nH]c4ccccc4c3CCN2C(=O)c2ccc(=O)n(C)n2)c(F)c1 (stereo not drawn) | -25 | 105 | -5 | 2 | 0 | 13 | -4 | -3 | 107 | -5 | 106
CCCCC(CC)C(=O)N1CCN(C(=O)c2ccco2)CC1 (stereo not drawn) | 3 | 107 | 8 | 6 | 2 | 10 | 1 | 6 | 105 | 6 | 120
COCCCNC(=O)c1ccc([N+](=O)[O-])c(Cl)c1 | -20 | 92 | -6 | -3 | -4 | 13 | -7 | -5 | 91 | -16 | 100
COc1cc(/C=C2\SC(=Nc3ccccc3)N(Cc3ccco3)C2=O)ccc1OC(C)C(=O)O (stereo not drawn) | -3 | 102 | 14 | 2 | 1 | 15 | 6 | 6 | 101 | 3 | 111
Cc1cc(C(=O)OC(C(=O)Nc2ccc(C)c(Cl)c2)c2ccccc2)c(C)o1 (stereo not drawn) | -16 | 100 | -11 | -5 | -4 | 19 | -13 | -6 | 100 | -11 | 100
COC(=O)CSc1nnc(CNS(=O)(=O)c2ccc(Br)cc2)n1C | -5 | 101 | 0 | 0 | -4 | 15 | 0 | 3 | 98 | -4 | 99
O=c1c([N+](=O)[O-])c[nH]c2ccccc12 | 2 | 101 | -7 | 0 | -8 | 15 | -5 | -1 | 100 | -10 | 101
CCOc1ccc(C(=O)NC(C(=O)NCc2ccccc2OC)C(C)C)cc1 (stereo not drawn) | -7 | 105 | -2 | -1 | 0 | 16 | -2 | 1 | 102 | -5 | 102
COc1ccccc1NC(=O)CSc1nnc(Cn2c(=O)sc3ccccc32)n1C | -4 | 101 | -7 | 0 | -6 | 16 | -7 | -4 | 106 | -7 | 103
CCOC(=O)CSC1=Nc2ccccc2C2=NC(CC(=O)NCc3ccccc3)C(=O)N12 (stereo not drawn) | 24 | 96 | 0 | 0 | -1 | 15 | 0 | 0 | 95 | 1 | 99
COc1ccc2c(c1)CCc1sc(NC(=O)c3ccc(C)cc3)nc1-2 | -8 | 101 | -7 | -4 | 0 | 21 | 0 | -2 | 101 | 1 | 102
COC(=O)c1c(-c2ccc(C)cc2)csc1N | -44 | 93 | -6 | -2 | -9 | 20 | -3 | -2 | 96 | -5 | 98
CC(=O)N1CCN(S(=O)(=O)c2ccc(C)c([N+](=O)[O-])c2)C1C(C)C (stereo not drawn) | -17 | 94 | -7 | 0 | -3 | 9 | -3 | -3 | 94 | -8 | 98
Cc1ccc(S(=O)(=O)NCCc2ccncc2)cc1C | -15 | 93 | 0 | 1 | 0 | 12 | 0 | 0 | 94 | -3 | 97
CCOc1ccc(-c2nnc3ccc(SC)nn23)cc1 | -14 | 92 | -4 | -3 | -6 | 27 | 0 | 0 | 96 | -7 | 99
CSc1nc(C)cc(SCCO)n1 | -4 | 96 | 2 | 0 | 7 | 15 | -1 | 0 | 103 | 2 | 97
CCc1cccc(NS(=O)(=O)c2ccc3c(c2)oc(=O)n3C)c1 | 3 | 100 | -8 | -1 | -10 | 27 | -11 | 0 | 101 | -12 | 102
CCOC(=O)CC1C(=O)NCCN1S(=O)(=O)c1ccc(Cl)c(Cl)c1 (stereo not drawn) | -7 | 96 | -2 | -2 | -1 | 17 | -2 | -4 | 96 | -2 | 100
Cc1onc(-c2ccccc2)c1C(=O)Nc1ccc(Cl)cn1 | -16 | 108 | 0 | 3 | 0 | 24 | 0 | 1 | 103 | -3 | 101
CCC(C)(C)n1nnnc1C(c1ccccn1)N1CCCCC1 (stereo not drawn) | -6 | 99 | -5 | -1 | -2 | 25 | -3 | -3 | 94 | -1 | 83
Cc1ccc(-n2c(SCC(=O)O)nc3sc4c(c3c2=O)CCCC4)cc1 | 1 | 102 | -4 | -4 | -6 | 52 | -7 | -6 | 100 | -14 | 101
CCOC(=O)N1CCN(C(=O)c2cccc(OC)c2OC)CC1 | -1 | 98 | -6 | 0 | -7 | 30 | -8 | 0 | 101 | -14 | 101
N#C/C(=C\c1cn[nH]c1-c1ccccc1Br)C(=O)O | -5 | 98 | -2 | -1 | -5 | 12 | -2 | -2 | 99 | -5 | 100

Copied from the list.
CC1CCN(C(=O)CN(C)S(=O)(=O)c2cccc3nsnc23)CC1 in RGS7-Gao reg is listed with 101
CCOC(=O)N1CCN(C(=O)c2cccc(OC)c2OC)CC1 in Bcl-2 Bim block is listed with -7

(more compounds)
SMILES | Mcl1-Bid inh | RGS7-Gao reg | Bim-Bcl-B | Mcl-1 Bim block | Bcl-2 Bim block | GSH bead fluor | Bim-Bcl-XL | Bcl-W Bim block | RGS4-Gao reg | Bfl-1 Bim block | RGS8-Gao reg
CCCC1CCC(=NNC(=S)NCCc2ccccc2)CC1 (stereo not drawn) | -28 | 87 | -6 | 1 | -3 | 6 | 0 | 0 | 90 | -2 | 92
O=C(Nc1nnc(COc2ccccc2)s1)C1CCN(S(=O)(=O)c2ccc(Cl)cc2)CC1 | -24 | 110 | -4 | -1 | -1 | 11 | 1 | 0 | 111 | -2 | 107
O=[N+]([O-])c1c(NCCCO)cc(Sc2nc3ccccc3s2)c2nonc12 | -39 | 95 | 3 | 5 | 8 | 13 | 1 | 8 | 98 | 61* | 79
COc1ccc(-c2cc(=O)oc3cc(OCC(=O)c4cccc([N+](=O)[O-])c4)ccc23)cc1 | 50 | 109 | 2 | 2 | -5 | 11 | 3 | 3 | 106 | -5 | 117
S=c1[nH]cc(-c2ccc(Cl)cc2)n1-c1ccccc1 | -35 | 105 | 1 | 3 | -1 | 13 | -3 | -1 | 98 | -5 | 98
CC(C)(C)c1ccc(OC2=CS(=O)(=O)c3ccccc32)cc1 | -9 | 82 | -2 | -7 | -8 | 61 | -22 | -5 | 83 | -4 | 70
